Screens (PubChem BioAssay)
MT1-MMP act inh: MT1-MMP (human) activation inhibition; hit rate 0.061% among 360,000; P50281; HT1080 RFP-PRO-GFP cells, GFP/RFP ratio fluorescence, overnight; percent of plate control window, DMSO zero; GFP/RFP ratio change, % at 20 µM;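 active = GFP/RFP ratio change of at least 30% with cell ATP level not reduced by more than half and red fluorescence within 50% of control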; also: strong numbers were not always called active
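Assay system: RFP-PRO-GFP reporter HT1080 cells; read-out basis: GFP/RFP fluorescence ratio; benchmarks: DMSO wells and RFP-L50D-GFP cells; doses: 20 µM single dose, 1% DMSO; schedule: overnight cell settling, then overnight compound exposure, 37 °C, 5% CO2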
bovine MsrA act: activators of bovine methionine sulfoxide reductase A | hit rate 0.3% among 360,000 | AID 602163 | purified bovine MsrA, absorbance read-out | activation, % at 10.6 µM; in the data active = activation above about 7.5%;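 also: 0% = vehicle and 100% = reference activator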
CendR NRP1 mod: modulators of CendR peptide binding to human neuropilin-1; hit rate 0.85% among 360,000; FAM-RPARPAR peptide binding to NRP-1, fluorescence polarization; inhibition, % at 25 µM;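 active = inhibition or corrected inhibition above about 18%, plus a signal ratio from 0.5 to 1.5, limit read from the data, passing the limit was not always enough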; also: strong numbers were not always called active
E coli Lon inh: E. coli protease La inhibition. P0A9M0. AID 602123. purified E. coli Lon protease, fluorescence polarization. hit rate 0.42% among 360,000. inhibition, % at 7.94 µM; in the data active = inhibition above about 13%, passing the limit was not always enough;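 also: 0% = enzyme with probe and DMSO and 100% = no enzyme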
Rin1 Abl inh: human Rin1-Abl interaction inhibition | P00519+Q13671 | TR-FRET Rin1/Abl binding, biochemical | inhibition, % at 7.35 µM | hit rate 0.4% among 360,000 | AID 588664; in the data active = inhibition above about 5%, passing the limit was not always enough
MLLE-PAM2 inh: inhibitors of microRNA-mediated deadenylation, human PABP1 MLLE binding. P11940. AID 588489. inhibition, % at 20 µM. hit rate 0.36% among 360,000. GST-MLLE / FITC-PAM2 fluorescence polarization; in the data active = inhibition above about 35%, passing the limit was not always enough;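 also: plate controls were DMSO wells with GST-MLLE for no effect and wells lacking GST-MLLE protein for full effect; some results filed as inactive read as strong as hits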
Neddyl block: cullin neddylation inhibition | P61081+Q13564 | TR-FRET cullin neddylation, biochemical | calls only at 25 µM | hit rate 0.58% among 360,000 | AID 651699; in the data active = inhibition above about 36%
Target sequence (P61081 whole entry, looked up): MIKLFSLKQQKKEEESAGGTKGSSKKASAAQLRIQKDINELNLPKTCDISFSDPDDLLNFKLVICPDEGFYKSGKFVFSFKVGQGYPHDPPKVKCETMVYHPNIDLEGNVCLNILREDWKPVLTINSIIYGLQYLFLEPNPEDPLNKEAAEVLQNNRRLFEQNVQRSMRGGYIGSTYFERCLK
Target sequence (Q13564 whole entry, looked up): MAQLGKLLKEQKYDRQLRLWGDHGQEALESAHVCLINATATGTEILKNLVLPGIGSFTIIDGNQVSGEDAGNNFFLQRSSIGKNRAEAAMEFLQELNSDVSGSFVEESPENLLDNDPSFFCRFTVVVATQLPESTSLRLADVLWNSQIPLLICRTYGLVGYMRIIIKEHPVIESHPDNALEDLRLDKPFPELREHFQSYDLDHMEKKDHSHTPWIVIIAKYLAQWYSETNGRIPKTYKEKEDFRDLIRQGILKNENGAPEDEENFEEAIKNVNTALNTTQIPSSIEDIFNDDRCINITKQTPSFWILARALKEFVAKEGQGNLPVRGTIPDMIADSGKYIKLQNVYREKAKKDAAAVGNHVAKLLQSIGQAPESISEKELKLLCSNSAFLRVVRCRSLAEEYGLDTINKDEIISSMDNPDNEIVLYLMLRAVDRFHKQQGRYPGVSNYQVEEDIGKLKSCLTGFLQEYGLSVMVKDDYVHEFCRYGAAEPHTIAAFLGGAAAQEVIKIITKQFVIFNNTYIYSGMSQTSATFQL
FAS TE block: FAS thioesterase (human) inhibition. inhibition, % at 15 µM. P49327. recombinant FAS-TE, OMFH fluorogenic substrate, fluorescence endpoint. hit rate 0.67% among 360,000;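 active = compounds whose normalised, plate-corrected inhibition of enzyme fluorescence in the single-dose primary screen is 50% or more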;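 also: 0% = DMSO with enzyme and 100% = substrate without enzyme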
SKN-1 inh: C. elegans SKN-1 inhibition; C. elegans VP596 Pgst-4::GFP/RFP ratio, acrylamide-induced, 24 h; inhibition, % at 21.8 µM; hit rate 0.49% among 360,000;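 active = interference check ratio from 0.5 to 1.5 plus GFP to RFP signal ratio inhibition reaching or exceeding a fixed threshold, cut at about 30% in these data, passing the limit was not always enough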; also: some compounds called inactive have numbers as strong as hits
Active calls of the source: *; i = inactive; . = no result given.

canonical_smiles,SKN-1 inh,MLLE-PAM2 inh,bovine MsrA act,FAS TE block,Neddyl block,E coli Lon inh,MT1-MMP act inh,Rin1 Abl inh,CendR NRP1 mod
CCCCNC(=O)C1c2ccccc2OCC(=O)N1CCc1c[nH]c2ccccc12 (stereo not drawn),3,.,-4,-10,i,3,0,.,2
COc1ccccc1N(CC(=O)Nc1c(C)n(C)n(-c2ccccc2)c1=O)S(=O)(=O)c1ccc(C)cc1,-12,3,-9,-5,i,6,-2,4,-3
Cn1cccc1/C=N/N1CCN(Cc2ccccc2Cl)CC1,13,3,-2,5,i,-7,-1,2,3
Cc1ccccc1OCC(=O)NNC(=O)CN1C(=O)c2ccccc2C1=O,2,10,-1,-6,i,0,1,1,-2
Cc1ccc(S(=O)(=O)N2CCN(C(=O)[C@H](Cc3ccccc3)NC(=O)c3ccco3)CC2)cc1C,7,10,-2,6,i,-3,-5,3,-3
CC(Oc1cccc(F)c1)C(=O)Nc1ccc(N2CCOCC2)cc1 (stereo not drawn),1,-5,-3,-4,i,0,-3,1,11
O=C(O)CCNS(=O)(=O)c1ccc(Oc2ccccc2Cl)cc1,-7,-4,-9,-7,i,-4,2,-3,-7
COC(=O)c1ccc(Oc2nc(C)cc(Oc3ccccc3)n2)cc1,6,-5,3,9,i,-2,-5,2,19
CCNC(=O)N1C(=O)C2(OCCO2)c2cc(Br)ccc21,25,-3,-1,-5,i,10,-3,-2,-3
C=CCNC(=O)CSc1nnc(-c2cccs2)o1,0,-4,-9,-6,i,1,4,-1,-8
COc1ccc(C(=O)NC2=NCCS2)c(OC)c1,3,-28,0,-15,i,-2,1,0,2
CCc1cc(=O)oc2cc(C)cc(OCC(=O)NCCN3CCOCC3)c12,6,12,-6,-3,.,5,0,1,8
COc1ccc(C(O)c2nc(-c3ccc(N(C)C)cc3)cs2)cc1 (stereo not drawn),4,-6,-2,6,i,-5,3,0,-14
COCCN(C(=O)c1oc2ccccc2c1COC)c1c(N)n(CC(C)C)c(=O)[nH]c1=O,-7,-8,-6,-9,i,4,3,4,5
C=CC[C@H](CC(=O)N(CCO)Cc1ccccc1)C(=O)N[C@H](COC(=O)[C@@H](CC=C)Cc1ccc(F)cc1)Cc1ccccc1,-9,-1,1,22,i,-11,-24,0,-8
CC1=CC(C)C(/C=N/n2cnnc2)C(C)C1 (stereo not drawn),14,-10,-1,-7,i,2,-1,-2,14
COCCCNC(=O)C[C@@H]1C[C@@]2(C(=O)OC)CC(C)(C)CC=C2N(CCc2ccc(OC)c(OC)c2)C1=O,0,.,.,.,i,.,3,.,18
Nc1cccc(C(=O)NCCNC(=O)c2cccc(N)c2)c1,24,-9,-2,-6,i,1,-4,2,14
COc1cc(NC(=O)CNc2cccc(S(=O)(=O)N3CCCC3)c2)cc(OC)c1,-12,-6,-1,4,i,-2,4,-1,2
COc1ccccc1C=NN=C1c2ccccc2-c2ccccc21,8,10,-1,10,i,-3,9,4,-4
Cc1cc(C)cc(NC(=O)CN2CCN(CCN=CC3=C(O)CC(c4ccc(Cl)cc4)CC3=O)CC2)c1 (stereo not drawn),1,-14,1,-6,i,-3,0,-3,3
CC(CN1CCOCC1)OC(=O)Cc1ccc(Cl)cc1 (stereo not drawn),11,0,0,-1,i,0,-2,-9,-2
O=C(CNC(=O)OCc1ccccc1)NC1CCCCCCC1,12,-2,-2,-3,i,-7,-4,-4,-1
CC(NC(=O)c1ccccc1)C(=O)OCC(=O)c1c(N)n(C)c(=O)n(C)c1=O (stereo not drawn),6,-7,-4,-6,i,-2,-2,-1,7
CC12CCC(C(=O)NNC(=O)c3ccc(F)cc3)(OC1=O)C2(C)C (stereo not drawn),13,0,-2,-3,i,-2,-2,-2,-3
Nc1cc(=O)[nH]c(=O)n1Cc1ccco1,23,-5,-4,-6,i,-8,0,1,-2
Cc1ccccc1S(=O)(=O)NC(=O)C1(C)CCN1C(=O)CCc1ccccc1 (stereo not drawn),10,0,-4,-10,i,3,1,5,1
Cc1ccc(OCc2cc(C(=O)NCc3cn4ccccc4n3)no2)cc1C,14,-8,-3,-2,i,-5,-46,0,-20
COc1cc(C(=O)Oc2ccc3ccc(O)cc3c2)cc(OC)c1OC,1,-10,6,29,i,-15,1,1,12
COc1ccc(NC(=O)CN(C)C(=O)c2cccc(S(=O)(=O)Nc3ccc(OC)cc3)c2)cc1,4,4,-7,1,i,3,7,5,0

Shown with values under each structure: entries from further up.
Values run as follows: SKN-1 inh	MLLE-PAM2 inh	bovine MsrA act	FAS TE block	Neddyl block	E coli Lon inh	MT1-MMP act inh	Rin1 Abl inh	CendR NRP1 mod
> C=CC[C@H](CC(=O)N(CCO)Cc1ccccc1)C(=O)N[C@H](COC(=O)[C@@H](CC=C)Cc1ccc(F)cc1)Cc1ccccc1
→ -9	-1	1	22	i	-11	-24	0	-8
> CC1=CC(C)C(/C=N/n2cnnc2)C(C)C1 (stereo not drawn)
→ 14	-10	-1	-7	i	2	-1	-2	14
> COCCCNC(=O)C[C@@H]1C[C@@]2(C(=O)OC)CC(C)(C)CC=C2N(CCc2ccc(OC)c(OC)c2)C1=O
→ 0	.	.	.	i	.	3	.	18
> Nc1cccc(C(=O)NCCNC(=O)c2cccc(N)c2)c1
→ 24	-9	-2	-6	i	1	-4	2	14
> COc1cc(NC(=O)CNc2cccc(S(=O)(=O)N3CCCC3)c2)cc(OC)c1
→ -12	-6	-1	4	i	-2	4	-1	2
> COc1ccccc1C=NN=C1c2ccccc2-c2ccccc21
→ 8	10	-1	10	i	-3	9	4	-4
> Cc1cc(C)cc(NC(=O)CN2CCN(CCN=CC3=C(O)CC(c4ccc(Cl)cc4)CC3=O)CC2)c1 (stereo not drawn)
→ 1	-14	1	-6	i	-3	0	-3	3
> CC(CN1CCOCC1)OC(=O)Cc1ccc(Cl)cc1 (stereo not drawn)
→ 11	0	0	-1	i	0	-2	-9	-2
> O=C(CNC(=O)OCc1ccccc1)NC1CCCCCCC1
→ 12	-2	-2	-3	i	-7	-4	-4	-1
> CC(NC(=O)c1ccccc1)C(=O)OCC(=O)c1c(N)n(C)c(=O)n(C)c1=O (stereo not drawn)
→ 6	-7	-4	-6	i	-2	-2	-1	7
> CC12CCC(C(=O)NNC(=O)c3ccc(F)cc3)(OC1=O)C2(C)C (stereo not drawn)
→ 13	0	-2	-3	i	-2	-2	-2	-3
> Nc1cc(=O)[nH]c(=O)n1Cc1ccco1
→ 23	-5	-4	-6	i	-8	0	1	-2
> Cc1ccccc1S(=O)(=O)NC(=O)C1(C)CCN1C(=O)CCc1ccccc1 (stereo not drawn)
→ 10	0	-4	-10	i	3	1	5	1

Additional results.
canonical_smiles,SKN-1 inh,MLLE-PAM2 inh,bovine MsrA act,FAS TE block,Neddyl block,E coli Lon inh,MT1-MMP act inh,Rin1 Abl inh,CendR NRP1 mod
COc1ccc(S(=O)(=O)N2CCC(C(=O)NCc3ccco3)CC2)cc1,-21,-7,3,-3,i,-7,5,2,2
COC(=O)CSc1nnc(SCc2ccc(OC)cc2)s1,39*,-51,-2,-6,i,6,2,-1,-2
O=[N+]([O-])c1ccc2c(c1)nc1n2CCN(c2ccccc2)C1,9,21,-3,16,i,5,7,0,-10
COc1cccc(CN2CCNC(=O)C2CC(=O)O)c1OC (stereo not drawn),-20,-8,-8,-7,i,-8,-1,2,1
O=C(O)CC1S/C(=N/N=C/C2CC=CCC2)NC1=O (stereo not drawn),2,-23,-2,-7,i,6,-2,-2,-9
COc1cccc(NS(=O)(=O)c2c(C)nc3sccn3c2=O)c1,3,-2,-6,-5,i,-6,4,0,2
COc1cc(C2C3=C(Nc4nc(N)[nH]c(=O)c42)c2ccccc2C3=O)ccc1O (stereo not drawn),-1,15,-5,-3,i,2,6,-28,3
CN1CC(=O)N(CC(=O)Nc2ccc(N(C)C)cc2)c2ccccc2C1=O,-2,29,5,-8,i,9,-9,-4,3
NS(=O)(=O)c1ccc(NC(=O)c2ccc(S(=O)(=O)N3CCCCC3)cc2)cc1,-12,-3,0,-6,i,-8,2,0,3
Cc1ccc(S(=O)(=O)Oc2ccc(/C=C(/NC(=O)c3ccccc3)C(=O)Nc3ccccc3)cc2)cc1,-4,-8,-6,55*,i,-5,1,0,-5
COC(=O)Nc1ccc(Cc2ccncc2)cc1,7,-2,-4,-12,i,-3,-1,0,7
COC(=O)c1oc2ccc(Br)cc2c1NC(C)=O,15,6,5,-6,i,0,-8,-6,-7
CCCCOC(=O)c1ccc(NC(=O)COC(=O)C2CC2C)cc1 (stereo not drawn),-1,-6,-1,11,i,0,1,0,-8
CC(C)C(=O)C1=Cc2cc([N+](=O)[O-])ccc2OC1N1CCOCC1 (stereo not drawn),3,1,-8,5,i,2,-1,-2,6
OCCN1CCN(c2nc(NCc3ccco3)c3ccccc3n2)CC1,-8,2,-5,-6,i,7,-5,1,2
COc1ccc(C(=O)NNc2ccccc2)cc1OC,2,16,-3,-8,i,0,-2,2,-14
N#Cc1c(-c2ccco2)nc(SCC(=O)Nc2cccc(Cl)c2)[nH]c1=O,10,-6,-3,12,i,-5,-3,-137,-44
COc1ccc(C2CC(c3ccccc3)=NN2C(=O)COC(=O)c2cccc(S(=O)(=O)N(C)C)c2)cc1 (stereo not drawn),14,-10,-5,72*,i,-11,1,-1,-5
COc1ccccc1N1CCN(C(=O)c2ccccc2SCC(=O)NCc2ccco2)CC1,-9,17,-5,-7,i,-2,2,4,2
O=C1N/C(=N\N=C\c2ccccn2)SC1Cc1cccc(SC(F)F)c1 (stereo not drawn),5,8,-4,-4,i,-5,5,0,-10
CCN(CC)S(=O)(=O)c1ccc(N2CCOCC2)c(NC(=O)C2CC2)c1,17,-6,-2,-6,i,-6,-5,1,-3
Cc1cc(C(=O)OCC(=O)c2ccccc2)c2ccccc2n1,7,2,-1,4,i,4,0,-2,5
CCOc1ccccc1NC(=O)c1cc(Cl)ccc1NC(=O)c1ccco1,1,1,-2,-13,i,-8,0,-2,-5
CC(C)N1CCC1(C)C(=O)Nc1ccccc1OC(F)F (stereo not drawn),1,3,-3,-3,i,6,-4,2,-6
Nc1nc(CN2CCN(C(c3ccccc3)c3ccccc3)CC2)nc(Nc2ccccc2)n1,5,-3,-1,12,i,2,-5,-3,20
O=C(NCc1cccc(Cl)c1)c1cccc(OC2CCN(C(=O)C3CC3)CC2)c1,-3,1,-4,1,i,-13,-5,-7,4
Cc1cc(F)ccc1-c1cc(C(=O)NCc2cccs2)[nH]n1,4,-1,-3,0,i,-8,5,-2,-6
Cc1cc(C(=O)CSc2nnc(-c3ccccc3F)o2)c(C)n1Cc1cccs1,-15,-37,-1,24,i,-5,-3,-5,-18
CCn1c(Cc2c(C)[nH]c3ccccc23)n[nH]c1=S,-1,-23,-4,-6,i,5,-5,-3,-2
CN(C)CCCn1c(=S)[nH]c2sc3c(c2c1=O)CCCC3,4,-15,-3,-3,i,-2,-4,0,-3
CN(C)c1nc(N)nc(CSc2nnnn2-c2ccc(F)cc2)n1,6,-8,0,-4,i,8,-4,-1,7
CCN1CCN(c2ncnc3scc(-c4ccc(OC)cc4)c23)CC1,9,-10,-2,10,i,-1,-19,2,-22
